Fh CTSL1 inh: blocks F. hepatica cathepsin L1 in PFM18AAP counter-screen. recombinant F. hepatica cathepsin L1, Z-Leu-Arg-MCA fluorescence. 300,000 compounds, 0.49% hits. inhibition, % at 5.96 µM;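 active = inhibition above the mean of all tested compounds plus 3 SD, set per screening campaign, cut at about 17% in these data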;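 note: 0% = plate median of test compound wells and 100% = 1 µM Z-Phe-Ala-diazomethylketone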
PP5 primary: blocks human protein phosphatase 5 activity; 320,000 compounds, 0.18% hits; inhibition, % at 6.7 µM; P53041; purified PP5c, OMFP substrate fluorescence;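 active = inhibition above the campaign's mean inhibition across all tested compounds plus 3 SD, cut at about 9.5% in these data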;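 note: 0% = DMSO only and 100% = 100 µM cantharidin control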
JMJD2C inh: blocks human GASC-1 demethylase activity; Q9H3R0; 330,000 compounds, 0.069% hits; inhibition, % at 2.35 µM; AID 2099; GST-JMJD2C(1-420) H3K9me3 demethylation, DELFIA europium;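 active = more than half of a compound's replicate wells show inhibition beyond 50%, single wells judged on their own value; inconclusive = some, but no more than half, of replicates pass 50% inhibition; inactive = no replicate passes 50% inhibition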;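 note: signal counts dimethyl H3K9 product captured on neutravidin plate; 0% = median of DMSO wells and 100% = 0.3 times that DMSO median; strong numbers were not always called active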
LYPLA2 inh: LYPLA2 (human) inhibition in PME1 counter-screen. AID 2177. O95372. recombinant LYPLA2, FP-Rh probe fluorescence polarization. inhibition, % at 5.9 µM. 320,000 compounds, 0.38% hits;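 active = inhibition above the screen-wide mean plus 3 SD, limit set per campaign, cut at about 26% in these data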;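 note: 0% = LYPLA2 with DMSO and 100% = wells lacking LYPLA2 enzyme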
PREPL inh: inhibitors of human prolyl oligopeptidase-like enzyme PREPL | inhibition, % at 5.96 µM | recombinant PREPL, fluorescence polarization activity-based probe | Q4J6C6 | 320,000 compounds, 0.68% hits; in the data active = inhibition above about 43%;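 note: 0% = enzyme with DMSO and 100% = wells lacking enzyme; many of its hits are not listed in these tables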
Target sequence (Q4J6C6 whole entry, looked up): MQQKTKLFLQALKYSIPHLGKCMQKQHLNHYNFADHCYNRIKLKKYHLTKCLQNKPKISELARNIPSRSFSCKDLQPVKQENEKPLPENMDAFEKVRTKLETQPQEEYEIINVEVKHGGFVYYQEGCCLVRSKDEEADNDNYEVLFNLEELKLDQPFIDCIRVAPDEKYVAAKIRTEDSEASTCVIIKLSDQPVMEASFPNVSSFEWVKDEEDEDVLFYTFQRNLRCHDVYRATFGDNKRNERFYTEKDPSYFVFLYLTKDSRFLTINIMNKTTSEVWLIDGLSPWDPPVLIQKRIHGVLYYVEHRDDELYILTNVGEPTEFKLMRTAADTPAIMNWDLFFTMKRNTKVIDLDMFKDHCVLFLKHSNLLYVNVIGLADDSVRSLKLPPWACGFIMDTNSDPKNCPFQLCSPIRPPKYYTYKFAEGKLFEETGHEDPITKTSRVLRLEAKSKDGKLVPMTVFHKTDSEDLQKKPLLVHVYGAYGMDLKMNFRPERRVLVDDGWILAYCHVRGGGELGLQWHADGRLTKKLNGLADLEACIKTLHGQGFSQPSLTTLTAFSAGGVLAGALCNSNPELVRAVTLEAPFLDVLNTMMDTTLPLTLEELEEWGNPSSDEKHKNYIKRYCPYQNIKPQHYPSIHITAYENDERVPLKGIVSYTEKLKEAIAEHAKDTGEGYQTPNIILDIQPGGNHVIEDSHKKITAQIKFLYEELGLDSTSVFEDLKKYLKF
TPT1 inhibitor: blocks Candida albicans tRNA 2'-phosphotransferase; 300,000 compounds, 0.81% hits; recombinant caTPT1, FP RNA substrate dephosphorylation; AID 1962; inhibition, % at 5 µM;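 active = inhibition above the mean of all tested compounds plus 3 SD, set per screening campaign, cut at about 24% in these data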;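 note: plate controls were DMSO alone for no effect and ferristatin control at 100 nM for full effect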
HCV core dimer: blocks dimerization of HCV core protein | TR-FRET GST/Flag-core106 dimerization, 1536-well | inhibition, % at 5 µM | 300,000 compounds, 0.33% hits | AID 1899;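 active = inhibition above the mean of all tested compounds plus 3 SD, set per screening campaign, cut at about 45% in these data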
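System: GST/Flag-tagged HCV core106 proteins. Incubation: compound-protein-antibody incubation 4 h at 22.5 °C. Technique: HTRF with 340 nm excitation, 617/671 nm emission. Medium: KF-containing HEPES buffer, pH 7.45, DTT, CHAPS, BSA. Read-out: inhibition (%) from 671 over 617 nm ratio. Also added: Eu(K)-anti-GST 90 ng/mL plus XL665-anti-Flag 1 µg/mL.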
Efflux pump inh: blocks antifungal efflux pumps in multiplex yeast assay; inhibition, % at 10 µM; 330,000 compounds, 0.44% hits; S. cerevisiae Candida pump triplex, Nile Red efflux; AID 485275;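 active = plate passing quality check with inhibition over a set limit, or well fluorescence over plate mean plus 4 SD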;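 note: Nile Red retained in pooled yeast measured as flow cytometry median fluorescence; 0% = buffer negative control and 100% = Enniatin B positive control; higher means more Nile Red kept so more efflux inhibition; some compounds called inactive have numbers as strong as hits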
PP1 counter: counter-screen for PP5 inhibitors: inhibitors of human PP1-alpha. AID 2235. P62136. 320,000 compounds, 0.9% hits. inhibition, % at 6.7 µM. purified PP1alpha, OMFP fluorescence;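 active = inhibition above the mean inhibition of all tested compounds plus 3 SD, computed separately for each screening campaign, cut at about 15% in these data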
Target sequence (P62136 whole entry, looked up): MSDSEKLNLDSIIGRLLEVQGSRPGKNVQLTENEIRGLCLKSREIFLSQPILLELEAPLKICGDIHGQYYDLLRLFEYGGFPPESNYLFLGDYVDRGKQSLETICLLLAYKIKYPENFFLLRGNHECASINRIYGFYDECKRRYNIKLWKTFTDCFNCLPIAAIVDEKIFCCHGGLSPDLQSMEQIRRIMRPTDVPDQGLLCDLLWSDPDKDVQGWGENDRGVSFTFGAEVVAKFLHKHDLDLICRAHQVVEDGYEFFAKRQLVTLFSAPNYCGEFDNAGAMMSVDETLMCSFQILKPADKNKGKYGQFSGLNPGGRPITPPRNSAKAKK
Active calls of the source: *. Some of the compounds tested; rates above refer to the full screens.

Results for NS(=O)(=O)c1ccc(NC(=O)COC(=O)CCNC(=O)NC23CC4CC(CC(C4)C2)C3)cc1 ?
Fh CTSL1 inh: -16; PP5 primary: -1.3; JMJD2C inh: -22; LYPLA2 inh: -7; PREPL inh: 11; TPT1 inhibitor: 0; HCV core dimer: -4; Efflux pump inh: -0.1; PP1 counter: -2

What do the screens show for `COc1cc(/C=N/n2cnc3scc(-c4cccs4)c3c2=O)cc(OC)c1OC`?
Fh CTSL1 inh: 3; PP5 primary: -1.4; JMJD2C inh: -3; LYPLA2 inh: -3; PREPL inh: 2; TPT1 inhibitor: -4; HCV core dimer: 3; Efflux pump inh: -0.2; PP1 counter: 2

What do the screens show for `CC(=O)NC1=NN(C(C)=O)C(C)(c2ccc3ccccc3c2)S1` (stereo not given)?
Fh CTSL1 inh: -2; PP5 primary: 1.6; JMJD2C inh: 9; LYPLA2 inh: 4; PREPL inh: -5; TPT1 inhibitor: -4; HCV core dimer: -2; Efflux pump inh: 0.0; PP1 counter: -2

How did COc1ccc2c(c1)C(=O)CC(c1ccc(OC)c(OC)c1)O2 (stereo not given) do in these assays?
Fh CTSL1 inh: 2; PP5 primary: -1.2; JMJD2C inh: -1; LYPLA2 inh: 10; PREPL inh: 16; TPT1 inhibitor: -6; HCV core dimer: 10; Efflux pump inh: -0.1; PP1 counter: -4

How did Cc1ccc(S(=O)(=O)N(CC(=O)Nc2cccc([N+](=O)[O-])c2)C2CCCCC2)cc1 do in these assays?
Fh CTSL1 inh: 10; PP5 primary: 0.9; JMJD2C inh: 17; LYPLA2 inh: -43; PREPL inh: -8; TPT1 inhibitor: 6; HCV core dimer: 12; Efflux pump inh: 0.0; PP1 counter: 5

Results for COc1ccccc1C(=O)C1CCCN(C(=O)c2ccccc2Cl)C1 (stereo not given) ?
Fh CTSL1 inh: 0; PP5 primary: 1.4; JMJD2C inh: inconclusive; LYPLA2 inh: 3; PREPL inh: 1; TPT1 inhibitor: -1; HCV core dimer: 0; Efflux pump inh: 0.0; PP1 counter: -1

How did CCOc1ccc(OCc2ccc(C(=O)OCc3ccccn3)o2)cc1 do in these assays?
Fh CTSL1 inh: 1; PP5 primary: 5.9; JMJD2C inh: 0; LYPLA2 inh: 6; PREPL inh: -37; TPT1 inhibitor: -4; HCV core dimer: 5; Efflux pump inh: 0.0; PP1 counter: 1

Results for COc1cccc(-c2ccc(SCC(=O)N3CCN(c4ccccc4)CC3)nn2)c1 ?
Fh CTSL1 inh: -1; PP5 primary: 1.5; JMJD2C inh: -7; LYPLA2 inh: 2; PREPL inh: -5; TPT1 inhibitor: -2; HCV core dimer: 9; Efflux pump inh: 0.0; PP1 counter: -3

What do the screens show for `CC(C(=O)Nc1nc(-c2ccc(F)c(F)c2)cs1)N1C(=O)C2CC=CCC2C1=O` (stereo not given)?
PP5 primary: 1.9; JMJD2C inh: -7; LYPLA2 inh: -3; PREPL inh: 13; Efflux pump inh: -0.2; PP1 counter: 1

Results for Cc1nonc1NC(=O)OCCN1CCOC1=O ?
Fh CTSL1 inh: 1; PP5 primary: -1.8; JMJD2C inh: 48; LYPLA2 inh: 6; PREPL inh: 2; TPT1 inhibitor: -3; HCV core dimer: 3; Efflux pump inh: 0.1; PP1 counter: -1

Results for NC(=O)Cn1c(=O)n(CC(=O)N2CCCCC2)c(=O)c2sccc21 ?
Fh CTSL1 inh: -1; PP5 primary: -2.5; JMJD2C inh: inconclusive; LYPLA2 inh: 5; PREPL inh: 2; TPT1 inhibitor: 0; HCV core dimer: 2; Efflux pump inh: -0.1; PP1 counter: -5

Results for Cc1ccc(C)c(NC(=S)NCc2cccs2)c1 ?
Fh CTSL1 inh: -2; PP5 primary: 1.7; JMJD2C inh: -1; LYPLA2 inh: -2; PREPL inh: 5; TPT1 inhibitor: -3; HCV core dimer: -14; Efflux pump inh: -0.1; PP1 counter: -3

Results for CC1(C)CC(=O)C=C(NCc2ccc(C(=O)O)cc2)C1 ?
Fh CTSL1 inh: -1; PP5 primary: -0.6; JMJD2C inh: -7; LYPLA2 inh: -6; PREPL inh: -10; TPT1 inhibitor: -2; HCV core dimer: 1; Efflux pump inh: 0.1; PP1 counter: 4

Results for COc1ccc(OC)c(Cc2nnc(CCC(=O)N3CCN(C4CCCC4)CC3)o2)c1 ?
Fh CTSL1 inh: -5; PP5 primary: -4.8; JMJD2C inh: -3; LYPLA2 inh: -4; PREPL inh: 12; TPT1 inhibitor: -2; HCV core dimer: -5; Efflux pump inh: 0.5; PP1 counter: -1

What do the screens show for `O=C(CSc1nccc2ccccc12)N1CCN(c2ccccn2)CC1`?
Fh CTSL1 inh: 2; PP5 primary: -0.4; JMJD2C inh: 7; LYPLA2 inh: 1; PREPL inh: -22; TPT1 inhibitor: -2; HCV core dimer: 3; Efflux pump inh: 0.1; PP1 counter: 0

How did CC(C)n1c(C(O)c2ccccc2)nc2ccccc21 (stereo not given) do in these assays?
Fh CTSL1 inh: -2; PP5 primary: 0.5; JMJD2C inh: 0; LYPLA2 inh: 3; PREPL inh: 5; TPT1 inhibitor: -1; HCV core dimer: -3; Efflux pump inh: 0.1; PP1 counter: -2

Results for Cc1ccc(-c2noc(CN3C(C)CCCC3C)n2)cc1 (stereo not given) ?
Fh CTSL1 inh: 3; PP5 primary: -0.1; JMJD2C inh: 8; LYPLA2 inh: 8; PREPL inh: 1; TPT1 inhibitor: 0; HCV core dimer: -4; Efflux pump inh: 0.0; PP1 counter: 1

What do the screens show for `N=c1c2c(-c3ccccc3)c(-c3ccccc3)n(Cc3ccco3)c2ncn1CCO`?
Fh CTSL1 inh: -5; PP5 primary: 2.4; JMJD2C inh: -3; LYPLA2 inh: -7; PREPL inh: 10; TPT1 inhibitor: 4; HCV core dimer: -11; Efflux pump inh: 0.0; PP1 counter: -9

What do the screens show for `COc1ccc(-c2ccc(S(=O)(=O)N3CCOCC3)cc2)cc1`?
Fh CTSL1 inh: -1; PP5 primary: -0.7; JMJD2C inh: 5; LYPLA2 inh: 0; PREPL inh: -12; TPT1 inhibitor: -1; HCV core dimer: 0; Efflux pump inh: 0.1; PP1 counter: 3

Results for COc1ccc(-c2nc(CS(=O)CC(=O)NC3CCCCC3)c(C)o2)cc1OC (stereo not given) ?
Fh CTSL1 inh: -1; PP5 primary: 1.8; JMJD2C inh: 3; LYPLA2 inh: 4; PREPL inh: -3; TPT1 inhibitor: -5; HCV core dimer: 1; Efflux pump inh: -0.1; PP1 counter: 0

What do the screens show for `O=c1[nH]c(CN2CCN(c3ccccc3O)CC2)nc2scc(-c3ccccc3Cl)c12`?
Fh CTSL1 inh: -1; PP5 primary: 4.3; JMJD2C inh: 5; LYPLA2 inh: 6; PREPL inh: 30; TPT1 inhibitor: 5; HCV core dimer: 10; Efflux pump inh: 0.3; PP1 counter: 5

What do the screens show for `CCCCn1c(N)c(N(CCC(C)C)C(=O)c2ccc(C)o2)c(=O)[nH]c1=O`?
PP5 primary: -1.9; JMJD2C inh: 10; LYPLA2 inh: 5; PREPL inh: 3; Efflux pump inh: -0.2; PP1 counter: -1

How did Cn1nc(C(C)(C)C)c([N+](=O)[O-])c1C(=O)NC(C)(C)C do in these assays?
Fh CTSL1 inh: -1; PP5 primary: 0.1; JMJD2C inh: -10; LYPLA2 inh: -3; PREPL inh: -8; TPT1 inhibitor: -1; HCV core dimer: -5; Efflux pump inh: 0.2; PP1 counter: 0

How did COc1ccc(-c2nn(-c3ccccc3)cc2C(=O)NC(=S)N2CCOCC2)cc1OC do in these assays?
PP5 primary: 4.4; JMJD2C inh: 2; LYPLA2 inh: 0; PREPL inh: 3; Efflux pump inh: 0.1; PP1 counter: -1

How did Cc1ccc(S(=O)(=O)NCCN2CCNC2=O)cc1 do in these assays?
Fh CTSL1 inh: -1; PP5 primary: 0.5; JMJD2C inh: -6; LYPLA2 inh: 2; PREPL inh: 0; TPT1 inhibitor: -2; HCV core dimer: -2; Efflux pump inh: -0.1; PP1 counter: -1

What do the screens show for `COC(=O)N[C@H](CC(C)=O)c1cccc(C(F)(F)F)c1`?
Fh CTSL1 inh: 3; PP5 primary: 0.7; JMJD2C inh: -11; LYPLA2 inh: -1; PREPL inh: -1; TPT1 inhibitor: -2; HCV core dimer: 7; Efflux pump inh: 0.0; PP1 counter: 8

How did COc1ccc(C(=O)/C=C2\NCC3c4ccccc4CCN3C2=O)cc1 (stereo not given) do in these assays?
Fh CTSL1 inh: 2; PP5 primary: 1.1; JMJD2C inh: -6; LYPLA2 inh: 4; PREPL inh: 2; TPT1 inhibitor: 1; HCV core dimer: 2; Efflux pump inh: 0.3; PP1 counter: 4

How did O=C1CSC(=S)N1c1cccc(Br)c1 do in these assays?
Fh CTSL1 inh: 0; PP5 primary: 1.4; JMJD2C inh: -12; LYPLA2 inh: -2; PREPL inh: -15; TPT1 inhibitor: 3; HCV core dimer: 0; Efflux pump inh: 0.2; PP1 counter: 2

What do the screens show for `COc1cc(C)nc(OCCNS(=O)(=O)c2cc(C)ccc2C)n1`?
Fh CTSL1 inh: -2; PP5 primary: -0.3; JMJD2C inh: 4; LYPLA2 inh: 3; PREPL inh: -5; TPT1 inhibitor: -1; HCV core dimer: 0; Efflux pump inh: 0.1; PP1 counter: -1

Results for CSc1nc(NCc2ccco2)c2sc3nc(C(C)C)c4c(c3c2n1)CC(C)(C)OC4 ?
Fh CTSL1 inh: -4; PP5 primary: 2.7; JMJD2C inh: 7; LYPLA2 inh: -8; PREPL inh: -2; TPT1 inhibitor: -2; HCV core dimer: 2; Efflux pump inh: 0.3; PP1 counter: 4

Results for COc1ccccc1NC(=O)c1c(N=Cc2ccccc2O)cnn1C ?
Fh CTSL1 inh: -1; PP5 primary: 2.1; JMJD2C inh: 3; LYPLA2 inh: 7; PREPL inh: 7; TPT1 inhibitor: -4; HCV core dimer: -2; Efflux pump inh: 0.0; PP1 counter: -1

How did CCN1CCN(c2cc3c(nn2)Oc2ccccc2N3C)CC1 do in these assays?
Fh CTSL1 inh: -3; PP5 primary: 2.8; JMJD2C inh: -5; LYPLA2 inh: 2; PREPL inh: 9; TPT1 inhibitor: -1; HCV core dimer: 2; Efflux pump inh: 0.0; PP1 counter: -3

Fetched by compound from the list above (3):
How did CCN1CCN(c2cc3c(nn2)Oc2ccccc2N3C)CC1 do in these assays?
Fh CTSL1 inh: -3; PP5 primary: 2.8; JMJD2C inh: -5; LYPLA2 inh: 2; PREPL inh: 9; TPT1 inhibitor: -1; HCV core dimer: 2; Efflux pump inh: 0.0; PP1 counter: -3

How did Cn1nc(C(C)(C)C)c([N+](=O)[O-])c1C(=O)NC(C)(C)C do in these assays?
Fh CTSL1 inh: -1; PP5 primary: 0.1; JMJD2C inh: -10; LYPLA2 inh: -3; PREPL inh: -8; TPT1 inhibitor: -1; HCV core dimer: -5; Efflux pump inh: 0.2; PP1 counter: 0

Results for COc1ccccc1NC(=O)c1c(N=Cc2ccccc2O)cnn1C ?
Fh CTSL1 inh: -1; PP5 primary: 2.1; JMJD2C inh: 3; LYPLA2 inh: 7; PREPL inh: 7; TPT1 inhibitor: -4; HCV core dimer: -2; Efflux pump inh: 0.0; PP1 counter: -1

From PubChem BioAssay
